# bCat nuc transl: modulators of beta-catenin nuclear translocation, primary screen, imaging, HeLa cells, immunofluorescence, high-content | nuclear translocation activity, % at 5 µM | actives 0.3% (n = 190,000) | AID 1665, 2009;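 active means nuclear translocation activity above 50% at 5 µM, with a well cell count of 50 or more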;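 further: per-cell ratio of nuclear to cytoplasmic median beta-catenin stain intensity; plate controls were DMSO negative control for no effect and GSK-3 inhibitor IX positive control for full effect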
#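 System: HeLa cells, endogenous beta-catenin; compound dosing: 5 µM primary single dose, 0.1% DMSO, 0.02–20 µM confirmation series; incubation: 24 h compound exposure at 37°C, 5% CO2; signal: beta-catenin immunofluorescence imaging with DAPI; evaluation: % activation, nuclear-to-cytoplasmic median beta-catenin signal ratio per cell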
# Dynein transport: inhibitors of GR-EGFP nuclear translocation, primary screen, dynein cargo transport inhibitor project, imaging, high-content, 3617.4 mouse cells; test concentration mostly 20 µM; stimulated with dexamethasone, 1 µM; hits give low values; z-score, hits read low; actives 0.47% (n = 220,000); AID 1381, 2008;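 active means plate z-score of nuclear minus cytoplasmic receptor signal below a set negative limit, without overly bright fluorescence or cell loss, cut at about -3.5 in these data, passing the limit was not always enough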;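 further: z-score of nuclear minus cytoplasmic ring GR-EGFP intensity difference per well; some compounds called inactive have numbers as strong as hits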
#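 Also added – dexamethasone, 1.0 µM final · Buffer or medium – tet-free, stripped-serum medium · Schedule – induction 48 h, compound 1 h, agonist 30 min · Detection – formaldehyde fixation, Hoechst nuclear stain, 10x automated fluorescence imaging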
# NOD1 NF-kB reporter: NOD1 signaling inhibitors, primary screen, cell-based, luminescence, uHTS (AID 1578); NOD1-driven NF-kB luciferase reporter cells, luminescence; higher % means a stronger effect; inhibition, % at 4 µM, or EC50 in µM where a hit was titrated; actives 1% (n = 290,000); in the data active means inhibition mostly above about 36%, no sharp cut-off; inactive means mostly below about 34%;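 further: HEK-293T reporter cells stimulated with the NOD1 agonist gamma-tri-DAP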
# Ins promoter up: insulin promoter activators in MIN6 cells, imaging, high-content screening, mouse beta cells; z-score at 5 µM; AID 1625, 2009; MIN6 insulin promoter-GFP reporter; hits give high values; actives 0.3% (n = 190,000);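 active means z-score above 3 at 5 µM with at least 500 cells counted in the well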
# HEK293 NOD2/NF-kB: NOD2 signaling inhibitors, cell-based, luminescence, uHTS, HEK293 (AID 1566); HEK293 NOD2/NF-kB luciferase reporter, luminescence; higher % means a stronger effect; actives 0.63% (n = 290,000); one-dose inhibition, % at 4 µM; EC50 in µM for titrated hits; in the data active means inhibition above about 50%; further: many of its hits are not listed in these tables
# Yfh1-depleted yeast: enhancers of respiration in Yfh1-depleted yeast, dose response, Friedreich's ataxia, plus single-dose screen (AID 1465); S. cerevisiae Yfh1-off respiration, WST-1 reduction, 72 h; higher fold induction means a stronger effect; one-dose fold induction at 50 µM; EC50 in µM for titrated hits; actives 0.074% (n = 220,000);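 active means fold induction of absorbance versus untreated yeast above a set limit, then at least 30% activation at any dose in follow-up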;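 further: activators that raise dye reduction in frataxin-depleted yeast; strong numbers were not always called active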
# Autophagy HCS: autophagy modulators in MEF cells, primary screen, imaging, high-content, MEF GFP-LC3. MEF GFP-LC3 puncta imaging; test concentration mostly 10 µM. calls only at 10 µM (by protocol). actives 0.98% (n = 190,000). AID 463193, 2010;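 active means percentage of spot-positive cells more than 3 SD above its plate mean, without a fluorescence outlier flag or 80% toxicity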;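 further: spot-positive cell cutoff set from DMSO-treated cells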
# MT stabilize HCS: microtubule stabilizers in HeLa cells, primary screen, imaging, high-content imaging | HeLa tubulin immunostaining HCS, 24 h; share of cells brighter than vehicle mean+2SD | % tubulin-high responders, % at 10 µM | actives 0.83% (n = 200,000) | AID 2205, 2009;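 active means plate Z-score above 3 for both tubulin-high and condensed-nucleus cell shares, with cell loss under 80%, at 10 µM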;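 further: anti alpha tubulin signal scored within the nucleus-defined area of each cell; some results filed as inactive read as strong as hits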
# M17LAP inhibition: P. falciparum M17LAP inhibitors, primary screen, biochemical, fluorogenic H-Leu-NHMec substrate, 1536-well (AID 1619). recombinant M17LAP, H-Leu-NHMec fluorogenic kinetic assay; higher % means a stronger effect. inhibition, % at 30 µM; hits with a dose series show IC50 in µM. actives 0.38% (n = 220,000);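 active means compound inhibiting the enzyme by more than half at any dose during confirmatory dose-response retesting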;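 further: plate controls were full reaction with DMSO carrier for no effect and no enzyme background for full effect; strong numbers were not always called active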
# Dynein transport cytoplasmic EGFP: further read-out of Dynein transport, marked with its call; z-score; measured here: cytoplasmic GR-EGFP intensity; hits give high values
# Dynein transport nuclear GR-EGFP: second read-out of Dynein transport, no call of its own (marks repeat the call); z-score; measured here: nuclear GR-EGFP intensity;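 lower value marks the stronger effect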
# Dynein transport cell count: also measured in Dynein transport; calls as there; z-score; measured here: cell count per field
# Ins promoter up cell count: second read-out of Ins promoter up, no call of its own (marks repeat the call); cell count; measured here: cytotoxicity, nuclei count;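 total cells summed across four imaged fields per well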
# bCat nuc transl cell count 5 µM: further read-out of bCat nuc transl, marked with its call; cell count; measured here: cell count, cytotoxicity flag
# MT stabilize HCS Hoechst-high %: also measured in MT stabilize HCS; calls as there; % Hoechst-high responders; measured here: nuclear condensation Hoechst responders;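 share of cells brighter than vehicle mean plus two SD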
# MT stabilize HCS cytotoxicity %: recorded beside MT stabilize HCS, whose call it bears; toxicity, %; measured here: cytotoxicity by cell density;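 0% = mean cell density of plate MIN control wells and 100% = no cells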
# Autophagy HCS cell loss 18 h: second read-out of Autophagy HCS, no call of its own (marks repeat the call); toxicity, %; measured here: cell loss, nuclei count;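 cell loss after 18 h compound exposure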
# * = called active by the depositor; i = inactive; / = no result given. This is a subset; rates above refer to the full screens.
# Every second line gives: bCat nuc transl	bCat nuc transl cell count 5 µM	Dynein transport	Dynein transport cytoplasmic EGFP	Dynein transport nuclear GR-EGFP	Dynein transport cell count	NOD1 NF-kB reporter	Ins promoter up	Ins promoter up cell count	HEK293 NOD2/NF-kB	Yfh1-depleted yeast	Autophagy HCS	Autophagy HCS cell loss 18 h	MT stabilize HCS	MT stabilize HCS Hoechst-high %	MT stabilize HCS cytotoxicity %	M17LAP inhibition
> O=C1C2CCCN2C(=O)N1CCCCN1CCN(c2cccc(Cl)c2)CC1 (stereo not given)
 : /	/	0.61	-0.28	0.18	-0.58	-26%	-0.04	1360	0%	i	i	-9	4.1	2.5	2.9	-2%
> CC(=O)N1CCN(c2ccc(S(C)(=O)=O)cc2[N+](=O)[O-])CC1
 : -1.2	1073	-0.55	-0.17	-0.33	-0.048	-32%	0.54	1359	10%	i	i	23	1.1	1.6	2.1	-12%
> C=CCn1c(SCc2ccc(C(=O)O)cc2)nc2sc(C)c(C)c2c1=O
 : 0.5	1316	-0.035	-0.17	-0.05	0.4	-8%	-0.1	1072	38%	i	/	/	/	/	/	5%
> c1cncc(CNc2ncnc3sccc23)c1
 : -0.2	1137	0.5	-0.18	-0.27	-1.2	4%	0.27	1242	21%	i	i	-14	3.7	3.3	11	18%
> CSc1nc(N2CCN(C)CC2)c2c(c1C#N)CC(C)(C)OC2
 : -1.5	1447	-0.44	0.076	-0.19	0.61	-11%	-0.43	1027	15%	i	/	/	/	/	/	15%
> CC(C)C(Nc1ncnc2c1oc1ccccc12)C(=O)O (stereo not given)
 : -3.0	1292	0.45	-0.27	0.15	0.085	-15%	1.3	1460	3%	i	i	-15	2.7	1.2	5.0	14%
> CSc1nnc(C)c(/C=C/Nc2ccc(C)cc2)n1
 : 2.9	1315	-8.3	21	-0.98	0.39	-23%	1.3	1311	-27%	i	i	0	2.4	1.0	2.7	5%
> COc1ccc(C(=O)Oc2cccc(/C=N/NC(N)=S)c2)cc1
 : /	/	-0.59	-0.26	-0.32	-0.097	-52%	0.08	1319	-69%	i	i	1	3.0	4.1	6.0	-14%
> NS(=O)(=O)c1ccc(N/C=C/C(=O)c2ccc(Br)cc2)cc1
 : /	/	0.89	-0.012	0.51	-0.15	-21%	0.66	1161	-41%	i	i	3	3.5	3.2	0.3	-13%
> CCOc1ncccc1C(=O)Nc1cccc(-c2nnc3n2CCCCC3)c1
 : -1.4	1112	0.18	-0.36	0.58	0.05	-22%	-1.1	1393	8%	i	i	-2	5.3	1.8	5.4	-2%
> CC1CCN(c2cc(N(C)CCO)c([N+](=O)[O-])c3nonc23)CC1
 : -1.6	1110	0.12	-0.2	-0.25	0.45	-36%	-0.56	1050	4%	i	i	-4	4.6	2.5	12	46%
> CN1C(=O)/C(=C\c2ccncc2)SC1=Nc1ccccc1
 : /	/	0.43	1	0.48	-1	7%	-0.1	1294	-2%	i	i	-8	1.4	3.5	10	-2%
> COCCCNC(=O)CC(NS(=O)(=O)c1ccc(OC)cc1)c1ccc(OC)cc1 (stereo not given)
 : -1.3	1079	-0.81	-0.21	-0.19	0.38	-8%	0.16	1797	5%	i	i	-3	6.8	3.3	5.2	9%
> O=C(NNC(=S)NC(=O)c1ccccc1[N+](=O)[O-])c1ccccc1[N+](=O)[O-]
 : -0.3	1252	0.73	-0.25	0.53	0.083	-9%	/	/	18%	i	i	-18	1.9	1.7	10	52%
> Cc1ccc(S(=O)(=O)NC(=O)Nc2nccs2)cc1
 : -0.5	1215	-0.33	-0.31	-0.57	0.76	0%	0.47	1316	-3%	i	/	/	/	/	/	2%
> N/C(=N\OC(=O)c1cc(Br)ccc1Cl)c1cccnc1
 : -0.4	1033	-0.83	-0.2	0.34	0.33	-32%	0.66	1606	-56%	i	i	3	6.1	3.9	7.0	7%
> O=C1Nc2c(c(=O)[nH]c(=O)n2-c2ccccc2F)C(C(F)(F)F)(C(F)(F)F)N1
 : 1.1	1137	-1.1	-0.26	-0.41	0.19	-36%	/	/	-3%	i	i	24	4.4	2.3	6.2	14%
> COc1ccc(-c2nnc(Nc3nc4c(OC)cccc4s3)o2)c(OC)c1
 : 11	814	0.72	-0.24	1	0.37	44%	-1.5	699	-103%	i	i	6	10	5.6	7.9	-5%
> CC(=O)c1cccc(NC(=O)C(OC(=O)c2cccs2)c2ccccc2)c1 (stereo not given)
 : /	/	-0.55	-0.27	-0.29	-0.18	-1%	1.2	1041	-15%	i	i	5	4.2	2.9	5.9	-5%
> C1CCN(Cc2nnnn2CC2CCCO2)CC1 (stereo not given)
 : 0.8	1590	-0.09	-0.23	-0.12	-0.28	-18%	/	/	14%	i	i	-11	1.3	1.9	6.5	15%
> Fc1ccc(-c2ccnc3nc(N4CCN(c5ccccc5)CC4)nn23)cc1
 : /	/	-0.37	-0.23	-0.74	0.66	22%	/	/	20%	i	i	24	1.3	1.8	9.9	-5%
> CN(C(=O)c1ccc(S(=O)(=O)NC2CCCC2)cc1)C1CCCCC1
 : /	/	-0.53	-0.078	0.1	-1.4	2%	0.19	1277	12%	i	i	3	2.9	1.7	2.1	-8%
> Cc1cc(C)n(CC(=O)N2CCCC(C(=O)c3cccc(OC(C)C)c3)C2)n1 (stereo not given)
 : 3.1	948	-0.7	-0.29	-0.22	0.055	-16%	-0.82	1380	13%	i	i	1	5.2	1.9	7.6	-3%
> CCC(=NCCc1ccc(OC)c(OC)c1)C1=C(O)CC(C)(C)CC1=O
 : -0.6	1083	-1	-0.12	-0.63	-1.1	-27%	0.25	1207	9%	i	i	-12	1.3	1.6	4.9	-9%
> O=C(CO/N=C/c1ccc(OC(F)F)cc1)NCc1cccs1
 : 0.9	1126	0.047	-0.25	0.16	0.38	-18%	/	/	3%	i	i	8	5.1	1.3	5.7	-10%
> Cc1nn(C)c(C)c1NC(=O)CSc1nc(-c2ccccc2Cl)nc2c1cnn2-c1ccccc1
 : 1.0	1124	-0.13	-0.18	0.17	-0.33	-10%	-0.43	1821	7%	i	i	-5	2.7	1.2	9.8	2%
> Cc1ccc(NC(=O)CN(c2ccc(Cl)cc2)S(=O)(=O)c2cc([N+](=O)[O-])ccc2Cl)cc1
 : -2.3	572	-0.79	0.2	-0.74	0.89	44%	-0.01	1280	-9%	i	i	0	2.5	2.6	2.4	3%
> COCCNC(=O)CNC(=S)N(CCCN1CCOCC1)Cc1cccs1
 : -3.2	1115	0.72	-0.3	0.62	-0.78	-25%	0.23	1315	2%	i	i	-7	4.8	2.3	8.5	-3%
> C=CCn1c(=O)c2ccc(C(=O)NCc3ccccc3)cc2n(Cc2ccc(Cl)cc2)c1=O
 : -1.0	962	-0.09	-0.2	-0.27	-0.06	-24%	-0.17	1294	6%	i	i	3	3.3	2.9	8.6	2%
> COc1ccc(C(=O)n2nc(-c3ccc(OC)cc3)nc2N)cc1
 : -3.5	1024	0.055	-0.26	0.0065	0.5	-5%	0.18	1227	-8%	i	i	-4	2.4	2.2	2.2	10%
> CCC(=O)Nc1nc(C)c(C(=O)N2CCCCC2)s1
 : 3.0	732	-0.47	-0.089	-0.013	0.85	28%	-1	1212	14%	i	i	4	3.3	3.3	8.5	0%
> Nn1c(SCC(=O)N2CCc3ccccc3C2)nnc1-c1cccs1
 : 1.5	1355	-0.55	2.4	0.18	-0.37	-22%	0.68	1542	-7%	i	i	-3	2.4	1.4	8.4	6%
> COc1ccc(Nc2nc(C(=O)N3CCc4cc(OC)c(OC)cc4C3)cs2)cc1
 : 2.0	1336	2.2	-0.0033	2.1	-3.2	2%	-2	939	11%	i	/	/	/	/	/	-3%
> CCN(c1ccccc1)S(=O)(=O)c1ccc(C(=O)Nc2nccs2)cc1
 : /	/	-0.2	-0.038	-0.33	0.18	13%	-0.48	978	11%	i	i	-5	0.5	1.3	8.4	4%
> c1cnc2ccc(C(c3nnnn3C3CCCCC3)N3CCN4CCCC4C3)cc2c1 (stereo not given)
 : 0.7	1168	0.29	-0.089	0.36	0.68	-6%	-0.69	1315	0%	i	i	-7	1.6	1.2	9.5	17%
> O=C(C[n+]1cc(-c2ccc(Cl)c(Cl)c2)n2c1CCC2)OCc1ccccc1
 : 0.4	954	-0.29	-0.21	-0.13	0.78	-27%	-1.5	1358	-10%	i	i	8	2.2	2.6	5.5	-5%
> CCn1c(/C=C/c2c(C)[nH]c3ccccc23)nc2ccccc2c1=O
 : 9.9	995	-0.63	2	0.21	0.88	-27%	-0.29	1224	-10%	i	i	21	16	8.2	34	5%
> CCc1cc(C(N)=S)ccn1
 : -1.1	1148	/	/	/	/	2%	0.59	1628	6%	i	/	/	/	/	/	-2%
> CCOc1ccc(N(CC(=O)N2CCC(Cc3ccccc3)CC2)S(C)(=O)=O)cc1
 : 1.5	1422	-0.25	-0.2	-0.44	0.22	-1%	-1.3	1503	2%	i	i	1	1.7	2.0	4.2	8%

# Assay outcomes from PubChem.
